# ERp5 inh: inhibitors of human ERp5; hit rate 0.05% among 350,000; AID 651711; ERp5 insulin aggregation, absorbance 650 nm, 90 min; inhibition, % at 9.99 µM;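 active = mean replicate inhibition above about 25%, with every replicate also reaching it, limit read from the data, passing the limit was not always enough; inconclusive = only one of those two criteria met; inactive = neither criterion met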
# Target sequence (Q15084 whole entry, looked up): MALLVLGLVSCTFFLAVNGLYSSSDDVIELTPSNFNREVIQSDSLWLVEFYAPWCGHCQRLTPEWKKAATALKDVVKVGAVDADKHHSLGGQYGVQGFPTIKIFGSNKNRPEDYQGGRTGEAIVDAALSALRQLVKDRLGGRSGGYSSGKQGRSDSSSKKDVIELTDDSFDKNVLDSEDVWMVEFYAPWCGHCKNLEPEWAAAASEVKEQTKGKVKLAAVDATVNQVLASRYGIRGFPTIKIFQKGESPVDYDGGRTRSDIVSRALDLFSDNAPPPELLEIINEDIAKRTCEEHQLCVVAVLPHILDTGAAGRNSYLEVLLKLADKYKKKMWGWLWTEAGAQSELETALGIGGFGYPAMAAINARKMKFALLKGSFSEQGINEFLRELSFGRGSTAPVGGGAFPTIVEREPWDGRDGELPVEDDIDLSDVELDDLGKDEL
# CFTR F508del cor: CFTR F508del correction in bronchial cells. CFBE cells, YFP halide quenching; stimulated with forskolin plus potentiator P3; % fluorescence drop versus neutral controls. activity (quench increase), % at 7.58 µM. hit rate 0.36% among 350,000. AID 720511;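 active = mean added fluorescence quench of at least 8% versus neutral control, with both replicates also reaching 8%; inconclusive = only one of the mean or replicate conditions met; inactive = mean below 8% and not both replicates reaching 8%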;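 note: cells transiently co-express mutant CFTR-F508del with the halide-sensitive YFP; corrector assay measuring rescue of mutant channel to the surface after 24 h compound exposure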
# SIRT5 block: blocks human SIRT5 desuccinylation of peptide; Q9NXA8; inhibition, % at 15 µM; AID 652115; hit rate 1.1% among 330,000; Purified SirT5, succinyl-peptide AMC, trypsin-coupled fluorescence; in the data active = inhibition above about 15%; inconclusive = no clear call, values can overlap the other calls
# Target sequence (Q9NXA8 whole entry, looked up): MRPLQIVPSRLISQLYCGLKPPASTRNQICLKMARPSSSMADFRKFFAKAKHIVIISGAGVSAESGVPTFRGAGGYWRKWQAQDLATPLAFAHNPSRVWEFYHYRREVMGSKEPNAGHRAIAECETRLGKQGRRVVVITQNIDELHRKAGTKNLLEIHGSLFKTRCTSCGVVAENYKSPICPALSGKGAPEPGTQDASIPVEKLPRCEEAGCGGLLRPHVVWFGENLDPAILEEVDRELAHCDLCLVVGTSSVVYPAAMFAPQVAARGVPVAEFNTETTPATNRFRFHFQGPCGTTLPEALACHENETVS
# ERAP1 HTS inh: inhibitors of human ERAP1 aminopeptidase | Q9NZ08 | inhibition, % at 10.7 µM | recombinant ERAP1, Leu-AMC fluorescence, 60 min | hit rate 0.15% among 340,000;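 active = mean replicate inhibition of at least 30%, or all replicates individually reaching that 30% level; inactive = mean below 30% and not every replicate reaching it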;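 note: 0% = neutral control wells and 100% = L-leucinethiol positive control wells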
# miR-122 sensor: inhibitors of miR-122 in Huh7 cells; hit rate 0.3% among 340,000; Huh7 miR-122 Renilla luciferase sensor, 48 h; neutral wells = 0, positive control = 100; activation (reporter increase), % at 12.5 µM; AID 602342;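 active = mean replicate activation score at least 90 and every replicate individually at or above 90; inconclusive = only one of the two criteria met; inactive = neither criterion met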;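 note: higher luciferase means less miR-122 activity so hits act as miR-122 inhibitors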
# CASP6 VEID inh: caspase-6 (human) enzyme inhibition. P55212. purified caspase-6, Z-VEID-R110 cleavage fluorescence. inhibition, % at 12.5 µM. hit rate 0.53% among 350,000. AID 686996;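 active = mean inhibition across replicates at least about 35%, with every replicate also reaching that limit, limit read from the data; inconclusive = only one of the two criteria met; inactive = neither criterion met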;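 note: 0% = median of neutral control wells and 100% = no fluorescence left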
# Target sequence (P55212 24-179 limits assumed): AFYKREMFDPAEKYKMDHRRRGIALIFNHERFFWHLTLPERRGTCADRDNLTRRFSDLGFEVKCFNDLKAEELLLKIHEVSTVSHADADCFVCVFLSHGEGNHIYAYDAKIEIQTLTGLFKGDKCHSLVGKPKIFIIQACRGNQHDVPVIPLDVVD
# Target sequence (P55212 194-293 limits assumed): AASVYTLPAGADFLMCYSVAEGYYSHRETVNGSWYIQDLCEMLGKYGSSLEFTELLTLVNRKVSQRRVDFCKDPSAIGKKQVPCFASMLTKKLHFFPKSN
# DENV2 CPE: protects cells from dengue virus 2 cytopathic effect; DENV2-infected cells, cytopathic effect rescue, plate reader; hit rate 1.7% among 350,000; CPE inhibition, % at 9.99 µM; in the data active = CPE inhibition above about 20%, passing the limit was not always enough; inconclusive = no clear call, values can overlap the other calls; tested in BHK-21 cells;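 note: 0% = median of neutral control wells and 100% = median of positive control wells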
# Starred values were filed as active, the others as inactive; ? = inconclusive; / = not tested or not shown; & = joins results of further samples; [ ] = another dose, or the depositor's remark.
ERp5 inh	CFTR F508del cor	SIRT5 block	ERAP1 HTS inh	miR-122 sensor	CASP6 VEID inh	DENV2 CPE	Compound
-3.6	0.4	3.9	-0.5	-1.9	-1.1	1.6	CCc1noc(C)c1C(=O)N1CCCC(CCC(=O)NCc2cccc(OC)c2)C1 (stereo not given)
4.4	0.1	-3.4	-3.4	-1.9	1.1	-2.3	O=C(COc1ccccc1)NCC1CCCO1 (stereo not given)
-2.1	1.5	-0.7	/	/	1.7	8.0	CCc1ccccc1NC(=S)N(CCN(C)C)C(C)c1ccco1 (stereo not given)
-1.0	3.9	-9.1	2.8	-5.8	2.0	18.0	O=C(Nc1ncn[nH]1)c1ccccc1O
2.9	-4.8	-6.6	-1.7	/	1.4	/	O=c1c2ccccc2nnn1COc1ccc(F)cc1Cl
/	1.1	/	/	41.7[16.7 µM]	/	-5.6	COCC(=O)Nc1ccc2c(c1)C(=O)N(C)[C@@H]1CC[C@H](CC(=O)NCc3ccccc3Cl)O[C@@H]1CO2
-5.0	-4.3	1.8	2.5	-0.2[16.7 µM]	-0.6	-9.0	C[C@H](CO)N1C[C@H](C)[C@@H](CN(C)S(=O)(=O)c2ccccc2)Oc2ccc(NS(C)(=O)=O)cc2CC1=O
1.4	1.2	-0.4	0.8	-4.6[16.7 µM]	-1.9	3.1	CCCNC(=O)N(C)C[C@H]1Oc2ncc(C#CCc3ccccc3)cc2C(=O)N([C@@H](C)CO)C[C@H]1C

# Reprinted from the part before: 3 compounds; new compounds follow.
ERp5 inh	CFTR F508del cor	SIRT5 block	ERAP1 HTS inh	miR-122 sensor	CASP6 VEID inh	DENV2 CPE	Compound
/	1.1	/	/	41.7[16.7 µM]	/	-5.6	COCC(=O)Nc1ccc2c(c1)C(=O)N(C)[C@@H]1CC[C@H](CC(=O)NCc3ccccc3Cl)O[C@@H]1CO2
-5.0	-4.3	1.8	2.5	-0.2[16.7 µM]	-0.6	-9.0	C[C@H](CO)N1C[C@H](C)[C@@H](CN(C)S(=O)(=O)c2ccccc2)Oc2ccc(NS(C)(=O)=O)cc2CC1=O
1.4	1.2	-0.4	0.8	-4.6[16.7 µM]	-1.9	3.1	CCCNC(=O)N(C)C[C@H]1Oc2ncc(C#CCc3ccccc3)cc2C(=O)N([C@@H](C)CO)C[C@H]1C
0.4	1.3	-5.0	-0.7	2.9	4.5	-1.3	Cc1cccc(-n2nc(CC#N)c(C#N)c2N)c1
2.9	/	2.4	-3.1	3.5[16.7 µM]	-2.8	4.1	C[C@H]1CN([C@@H](C)CO)C(=O)c2cc(C#Cc3ccccc3F)cnc2O[C@@H]1CN(C)S(C)(=O)=O
3.2	0.0	-3.8	0.9	-1.8[16.7 µM]	0.6	-4.1	O=C(C[C@H]1CC[C@@H](NC(=O)C2CCC2)[C@H](CO)O1)NCC1CC1
2.1	-0.3	-2.4	-1.0	/	0.5	5.0	Cc1noc(C)c1NC(=O)N[C@@H]1C=C[C@@H](CC(=O)NCc2ccc(Cl)c(Cl)c2)O[C@H]1CO
-1.9	/	-2.5	2.9	0.0	2.1	/	Cn1c(SCc2nc3ccccc3[nH]2)nnc1-c1cccnc1
3.6	2.1	-1.3	0.0	-3.6[16.7 µM]	2.6	16.2	COc1cccc(NC(=O)N2C[C@@H](O)COC[C@H]3O[C@@H](CC(=O)NC4CCC4)CC[C@@H]32)c1
-5.4	-0.4	-2.6	2.6	4.7[16.7 µM]	0.5	17.7	O=C(O)C[C@H]1CC[C@@H](NC(=O)c2ccncc2)[C@@H](CO)O1
-9.8	-3.0	-3.7	1.6	1.3[16.7 µM]	0.3	-3.0	Cc1ccc(-c2cnc3c(c2)C(=O)N([C@@H](C)CO)C[C@H](C)[C@@H](CN(C)C(=O)c2ccncc2)O3)cc1

# The closing 4 compounds of the section before come first, to join the parts:
ERp5 inh	CFTR F508del cor	SIRT5 block	ERAP1 HTS inh	miR-122 sensor	CASP6 VEID inh	DENV2 CPE	Compound
-1.9	/	-2.5	2.9	0.0	2.1	/	Cn1c(SCc2nc3ccccc3[nH]2)nnc1-c1cccnc1
3.6	2.1	-1.3	0.0	-3.6[16.7 µM]	2.6	16.2	COc1cccc(NC(=O)N2C[C@@H](O)COC[C@H]3O[C@@H](CC(=O)NC4CCC4)CC[C@@H]32)c1
-5.4	-0.4	-2.6	2.6	4.7[16.7 µM]	0.5	17.7	O=C(O)C[C@H]1CC[C@@H](NC(=O)c2ccncc2)[C@@H](CO)O1
-9.8	-3.0	-3.7	1.6	1.3[16.7 µM]	0.3	-3.0	Cc1ccc(-c2cnc3c(c2)C(=O)N([C@@H](C)CO)C[C@H](C)[C@@H](CN(C)C(=O)c2ccncc2)O3)cc1
2.5	-2.0	-3.2	-1.7	87.2	-2.7	12.9	CCCNS(=O)(=O)c1ccc(OCC(=O)N(C)Cc2ccccc2)cc1
5.0	-0.4	-1.6	-2.7	/	1.9	-5.6	CC(C)(CNc1ccc(C(F)(F)F)cc1[N+](=O)[O-])N1CCOCC1
1.4	0.7	3.3	3.8	/	1.6	1.2	COC(=O)C1=C(C)N(Cc2cccc(C(F)(F)F)c2)C(=NCC2CC2)NC1c1cccc(F)c1 (stereo not given)
-3.5	3.2	-2.4	-3.4	-1.6	0.6	0.8	CCCSc1nnc2nc3c(nn12)c1ccccc1n3C
/	-0.9	/	/	21.4[16.7 µM]	/	?	CC(C)NC(=O)N1[C@H](CO)[C@@H](c2ccccc2)[C@H]1CNC(=O)CN(C)C
4.8	2.1	-2.6	0.0	-4.8[16.7 µM]	2.1	53.2*	COc1ccc(S(=O)(=O)Nc2ccc3c(c2)C(=O)N([C@H](C)CO)C[C@@H](C)[C@@H](CN(C)S(=O)(=O)c2cn(C)cn2)OCCCC[C@H](C)O3)cc1
4.1	-1.8	3.9	-1.9	/	-4.9	-3.5	Cc1cc(C(=O)NCc2cccs2)nn1C
0.5	0.3	-2.3	3.8	10.1	1.1	7.7	COc1ccc(S(=O)(=O)N2CCN(c3ccccn3)CC2)c(OC)c1
4.3	2.0	-16.3	-2.6	3.8	2.3	18.1	O=C(COc1ccc2c(c1)oc(=O)c1ccccc12)NCCN1CCOCC1
3.6	/	-0.5	-0.9	/	-1.2	-1.9	O=Cc1cn[nH]c1-c1cccc([N+](=O)[O-])c1
-2.5	0.9	2.2	-1.6	-5.0	5.2	-4.6	Cc1cc(C)cc(N(CC(=O)Nc2ccc(C)cc2Cl)S(=O)(=O)c2c(C)[nH]c(=O)[nH]c2=O)c1
-2.6	-1.4	10.8	6.6	-5.7	71.7*	0.8	N#C/C(=C\c1ccc(O)c(O)c1)C(=O)c1ccc(O)c(O)c1
5.3	-1.0	1.7	-2.5	1.9	-2.3	3.9	CCO[C@H]1OC(C(=O)NCc2ccccc2)=C[C@@H](c2ccc3c(c2)OCO3)[C@@H]1CCCO
6.2	0.9	-1.3	0.3	/	-2.6	10.2	O=C(CN1CCc2cc3c(cc2C1)OCCCO3)Nc1cccc([N+](=O)[O-])c1
-4.1	-3.8	-14.9	3.2	5.4[16.7 µM]	2.0	-1.0	CN1[C@@H]2Cn3c(ccc(C4=CCCCC4)c3=O)[C@H]1[C@@H](C(=O)NCCc1ccccc1)[C@@H]2CO
2.3	-1.0	-1.2	0.1	-0.6[16.7 µM]	-1.1	-8.4	C[C@H](CO)N1C[C@H](C)[C@@H](CN(C)S(=O)(=O)c2cn(C)cn2)Oc2ccc(N(C)C)cc2C1=O
1.1	2.3	-0.6	0.6	-9.4	-0.2	12.1	Cc1ccc(N2CCN(c3ncccc3[N+](=O)[O-])CC2)c(C)c1
1.1	-2.0	/	-3.2	/	-2.3	-12.3	CO[C@H]1CN(C)C(=O)c2ccc(NC(=O)Nc3c(C)noc3C)cc2OC[C@@H](C)N(CCC(F)(F)F)C[C@@H]1C
-2.2	-1.0	0.5	-1.1	-2.4	-0.3	?	O=S(=O)(c1cccs1)N1CCN(c2ccc(F)cc2)CC1
-3.8	-0.1	-30.6	-0.9	36.8[16.7 µM]	2.9	7.5	CCCNC(=O)[C@@H]1[C@@H](CO)[C@@H]2Cn3c(ccc(-c4cccc(C(=O)N(C)C)c4)c3=O)[C@H]1N2
-2.6	0.2	-4.7	4.2	2.2[16.7 µM]	-0.1	2.4	CCCN(C)C[C@H]1Oc2cc(C#CCN(C)C)ccc2S(=O)(=O)N([C@H](C)CO)C[C@H]1C
0.6	-0.8	2.1	2.8	-5.7[16.7 µM]	1.1	-5.0	CN(C)CC(=O)N[C@H]1CC[C@H](CCn2cc(C3CCCCC3)nn2)O[C@@H]1CO
10.6	2.3	-1.5	/	-2.6[16.7 µM]	/	-6.7	Cc1noc(C)c1NC(=O)Nc1ccc2c(c1)C(=O)N([C@@H](C)CO)C[C@@H](C)[C@@H](CN(C)C(=O)Nc1ccc(F)cc1)O2
-7.4	0.0	0.5	/	/	-2.9	/	CNC(=S)NC12CC3CC(CC(C3)C1)C2
3.4	5.3	/	/	-3.6	-2.2	-1.6	Oc1ccc(C[C@H]2CNC(=S)N2CC2CCCN2C[C@H](Cc2ccccc2)N2C[C@H](Cc3ccc(O)cc3)N(CC3CCCCC3)C2=S)cc1 (stereo not given in full)
-0.6	3.1	-30.0	0.7	-3.8	2.4	2.1	Cc1cc(OC(C)C(=O)NC2CC(C)(C)NC(C)(C)C2)c2c(C)cc(=O)oc2c1 (stereo not given)
5.0	/	-7.3	-3.5	/	0.0	3.2	Cc1ccc2nc(Cl)c(CNCc3ccccc3)cc2c1
3.3	1.2	-0.3	5.9	/	-1.4	-5.7	CSc1ccccc1NC(=O)C1=CC(c2cccs2)=NS(=O)(=O)N1C
4.6	2.2	-0.6	0.4	/	-1.6	4.0	COc1ccc(NC(=O)CC2C(=O)N(C)C(=S)N2Cc2ccncc2)cc1 (stereo not given)
-0.1	1.6	0.0	-5.3	-0.3	2.3	-7.7	CN1C[C@@H]2[C@@H]3C(=O)N(Cc4ccccc4)C(=O)[C@@H]3[C@](Cc3ccccc3)(C1=O)N2C(=O)c1ccc(Cl)c(Cl)c1
7.3	0.1	1.3	2.7	-3.9	-1.2	-4.2	Cc1ccc(NC(=O)CN2C(=O)C(=O)N(C3CCCC3)C2=O)cc1Cl
-2.6	-1.0	-1.7	3.0	1.1	10.2	-4.8	O=C(CNC(=O)c1ccccc1F)OCC(=O)c1ccc(Cl)s1
10.0	1.4	-2.3	1.4	-6.5	1.2	-2.1	C=CCN1C(=O)c2ccc(C(=O)OCC(=O)Nc3ccc(S(N)(=O)=O)cc3)cc2C1=O
-5.2	1.4	0.6	-3.0	/	3.2	-8.1	COc1ccc(-c2ccc([C@H]3[C@@H](C#N)N(C(=O)c4cccc(F)c4)[C@@H]3CO)cc2)cc1
-1.0&4.8	-0.6&-1.9&-4.5	1.5&4.6	4.5	-0.7&-6.0[16.7 µM]	1.3&1.6	5.1&-6.1&1.6	C[C@@H]1CN([C@H](C)CO)S(=O)(=O)c2ccc(Br)cc2O[C@H]1CN(C)CC1CCOCC1
-11.8	3.4	-8.1	0.1	7.0	-1.3	-5.0	COc1cccc(OCc2cc(C(=O)N3CCC(C(O)C(C)C)CC3)no2)c1 (stereo not given)
11.5	0.7	-2.5	-2.9	2.4	-0.8	-1.1	O=C1CCCN1CCC1CCCCN1Cc1nc(-c2cnccn2)no1 (stereo not given)
2.9	-3.4	0.1	1.3	3.0	1.7	7.9	CC[C@H]1C=C[C@@H](C(C(=O)OC)C(=O)OC)CN1C(C)=O
-18.8	0.9	-5.4	-1.1	-7.7	2.1	18.0	Cc1ccc(C)c(NC(=O)CCC(=O)N/N=C/c2cccnc2)c1
2.6	0.6	-1.3	-1.8	/	-5.1	4.9	COc1ccc(CCN(C(=O)C(F)(F)F)C(C(=O)NC2CCCC2)c2cccs2)cc1OC (stereo not given)
1.8	-0.8	-0.2	/	-1.6[16.7 µM]	-0.8	3.2	Cc1ccccc1-c1cnc2c(c1)C(=O)N([C@H](C)CO)C[C@@H](C)[C@@H](CN(C)C(=O)CC1CC1)O2
-2.6	2.1	-5.0	-6.7	13.4	-0.3	-0.1	Cc1cc(NC(=O)CN2C(=O)N(C)C3(CCCCC3)C2=O)ccc1Br
8.8	2.5	2.2	/	-1.9	-13.3	3.0	CCN1CCCC1CNCC(=O)Nc1ccc(OC(F)(F)F)cc1 (stereo not given)

# Source: PubChem
